Screening data: PubChem BioAssay, National Center for Advancing Translational Sciences (NCATS)
S2 tox = cell viability loss in ATXN counter-screen | S2 cells (HEK-293 line with an ATXN2-luciferase reporter) viability, CellTiter-Fluor protease fluorescence, 24 h | Potency, µM (highest dose often 56.7 µM), actives largely listed as cytotoxic | 400,000 compounds, 0.49% hits; also: potency is read from the fitted curve at half-maximal effect; nearly all actives have a fitted effect of over 40% in size
Nrf2 activator = activates Nrf2 signaling; 410,000 compounds, 0.31% hits; AREc32 ARE-luciferase reporter (MCF7-derived line), luminescence, 24 h; Potency, µM (top dose mostly 46.1 µM), without a hit: top-dose activation, most hits filed as activators; also: potency is read from the fitted curve at half-maximal effect; % of control where 0% means no effect; nearly all actives have a fitted effect of over 65% in size
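AREc32 cells carrying an ARE-driven firefly luciferase, 1000 cells/well in OPTI-MEM with 5% FBS, dosed after overnight attachment and incubated 24 hr at 37 deg C. Steady-Glo luminescence read after 30 min at RT.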
A549 tox = A549 cytotoxicity, counter-screen for Nrf2 inhibitors; A549 ARE-Fluc cells, CellTiter-Fluor viability, 18-24 h; 390,000 compounds, 0.16% hits; Potency, µM (series often up to 46 µM), for the others: at the highest dose activity change, negative = cytotoxicity, actives largely listed as inhibitors; AID 504648; also: potency is read from the fitted curve at half-maximal effect; % is scaled to controls: 0 for no effect and ±100 for the full control effect
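A549 ARE-Fluc cells in 5% FBS OPTI-MEM, 5000 cells/well, rested 2 h then exposed to compounds in concentration-response for 18-24 h at 37 °C. Viability by CellTiter-Fluor fluorescence (Ex 405/Em 525) after 30 min; luciferase luminescence (BugLite, 15 min, RT) read afterwards.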
EPAC2 ag = activates human EPAC2 exchange factor; 360,000 compounds, 0.079% hits; Potency, µM (series often up to 154 µM), inactives show at the highest dose activation, actives largely listed as activators; AID 720711; Q8WZA2; EPAC2 activation, biochemical qHTS; response scale: 100% = 6.5 mM cAMP response; also: potency is read from the fitted curve at half-maximal effect; nearly all actives have a fitted effect of over 50% in size
Target sequence (Q8WZA2 whole entry, looked up): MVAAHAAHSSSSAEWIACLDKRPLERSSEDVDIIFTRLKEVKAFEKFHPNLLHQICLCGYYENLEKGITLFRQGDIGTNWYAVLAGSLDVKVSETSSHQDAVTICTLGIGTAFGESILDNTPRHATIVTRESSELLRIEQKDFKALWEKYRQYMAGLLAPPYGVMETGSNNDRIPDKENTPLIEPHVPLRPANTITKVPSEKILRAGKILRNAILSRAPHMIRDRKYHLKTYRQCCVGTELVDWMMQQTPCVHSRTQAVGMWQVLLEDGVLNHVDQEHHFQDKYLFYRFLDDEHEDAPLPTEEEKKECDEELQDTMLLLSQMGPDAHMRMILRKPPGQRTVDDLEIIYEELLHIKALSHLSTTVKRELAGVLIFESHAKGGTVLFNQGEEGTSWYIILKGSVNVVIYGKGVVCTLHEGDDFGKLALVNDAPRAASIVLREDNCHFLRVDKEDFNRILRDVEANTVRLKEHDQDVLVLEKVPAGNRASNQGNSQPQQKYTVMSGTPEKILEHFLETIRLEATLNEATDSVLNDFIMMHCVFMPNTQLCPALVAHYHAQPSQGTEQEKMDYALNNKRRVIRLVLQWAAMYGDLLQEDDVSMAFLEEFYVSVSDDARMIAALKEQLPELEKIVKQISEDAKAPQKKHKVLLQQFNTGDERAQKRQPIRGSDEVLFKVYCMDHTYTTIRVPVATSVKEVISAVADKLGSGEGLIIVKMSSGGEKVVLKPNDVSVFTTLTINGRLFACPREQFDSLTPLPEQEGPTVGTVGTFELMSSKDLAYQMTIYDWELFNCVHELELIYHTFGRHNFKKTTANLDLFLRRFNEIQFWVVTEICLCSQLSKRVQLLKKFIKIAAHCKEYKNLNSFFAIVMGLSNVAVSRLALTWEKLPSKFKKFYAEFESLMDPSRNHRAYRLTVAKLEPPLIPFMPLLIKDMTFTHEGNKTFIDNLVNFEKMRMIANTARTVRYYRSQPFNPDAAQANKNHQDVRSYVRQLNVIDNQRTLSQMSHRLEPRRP
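Readout is BODIPY fluorescence (480 nm excitation, 540 nm emission), which falls as labeled GDP is exchanged off Rap1B. EPAC2 at 100 nM acted on 250 nM RAP1B-BODIPY-GDP with 50 uM GDP present.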
ATXN2 expr inh = reduces ATXN2 reporter expression in HEK-293 cells | HEK-293 ATXN2-luciferase reporter, luminescence, 24 h | Potency, µM (titrated, usually from 57 µM), inactives show at the top dose activity change, negative = inhibition, actives largely listed as inhibitors | 360,000 compounds, 0.72% hits | AID 1745845; also: potency is read from the fitted curve at half-maximal effect; % is scaled to controls: 0 for no effect and ±100 for the full control effect; nearly all actives have a fitted effect of over 55% in size
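ATXN2-luciferase reporter cells (luciferase flanked by upstream and downstream ATXN2 gene portions) were treated 24 h at 37 °C with compounds at up to 57 uM. SteadyGlo luminescence gave expression; GF-AFC fluorescence gave viability.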
IL2 activator = IL-2 activation. 360,000 compounds, 0.065% hits. IL-2 activation reporter assay, cell-based qHTS; stimulated with anti-CD3/CD4/CD28 beads; in transgenic mouse T cells. activation, % (series mostly up to about 46 µM). AID 652025; in the data active = activation above about 50%; inconclusive = mostly about 30% to 49%; also: 0% is about no effect
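Using fluorescent plate cytometry, EGFP and DsRed are detected in transgenic mouse T cells stimulated 18 h at 37 degrees C with antibody-coated beads after 60 min compound pretreatment.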
Nrf2 inh = Nrf2 pathway inhibition | A549 ARE-Fluc reporter, luciferase luminescence, 18-24 h | 360,000 compounds, 2.1% hits | AID 504444 | Potency, µM (series often up to 46 µM), without a hit: at the highest dose activity change, negative = inhibition, actives largely listed as inhibitors; also: potency is read from the fitted curve at half-maximal effect; % is scaled to controls: 0 for no effect and ±100 for the full control effect; nearly all actives have a fitted effect of over 60% in size
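Nrf2 activity is the BugLite luminescence, read 15 min after reagent at room temperature, following CellTiter-Fluor cytotoxicity readout (30 min, 37C). Compound titrations were applied for 18-24 h to 5000 A549 ARE_Fluc cells/well in 5% FBS OPTI-MEM.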
TGFb inhibitor = TGF-b pathway inhibition | HepG2 CAGA-GFP TGF-b/SMAD3 reporter, GFP fluorescence, 18 h; TGF-beta stimulated, 500 pg/mL final | Potency, µM (highest dose often 46.1 µM), without a hit: at the top dose activity, negative = inhibition, most hits filed as inhibitors | 410,000 compounds, 1.2% hits; also: potency is read from the fitted curve at half-maximal effect; % is scaled to controls: 0 for no effect and ±100 for the full control effect; nearly all actives have a fitted effect of over 65% in size
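Per well, imaged GFP fluorescence of HEPG2 CAGA-GFP cells gives the signal; cells get compound, then TGF-beta (500 pg/mL final), 18 h at 37 degrees C; %Activity versus -TGF-beta and +DMSO controls.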
HepG2 viability = HepG2 cytotoxicity, counter-screen for TGF-b inhibitors. HepG2 CAGA-GFP viability, ATP luminescence, 18 h. Potency, µM (series often up to 46.1 µM), without a hit: at the highest dose activity change, negative = cytotoxicity, actives largely listed as cytotoxic. 410,000 compounds, 0.76% hits; also: potency is read from the fitted curve at half-maximal effect; some results filed as inactive show a strong effect at the top dose
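HepG2 CAGA-GFP cells (1000/well, DMEM with 1% FBS) received compound, then TGF-beta at 500 pg/mL final, and were incubated 18 hours at 37 degrees C. Viability was read by CellTiter-Glo luminescence. Media-only wells were set as complete cell-killing and DMSO as no toxicity.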
Active calls of the source: *; [ ] = dose if it differs, or a comment. Unless noted, calls follow the shape of the dose curve; as a rule, active = well fitted curve in the direction sought with a large enough effect; inconclusive = small, poorly fitted or top-dose-only effect, or another doubt; inactive = no such curve, though single readings can be large; an effect the other way counts as inactive or inconclusive.

A first look:
What do the screens show for `Nc1nc(-c2sc3nc4c(cc3c2N)CCCC4)nc(N2CCOCC2)n1`?
Nrf2 activator: 0.0%; A549 tox: 4.7%; EPAC2 ag: -2.5%; ATXN2 expr inh: 2.3%[11.3 µM]; IL2 activator: -1.7; Nrf2 inh: inconclusive; TGFb inhibitor: -16.8%; HepG2 viability: 3.6%

What do the screens show for `COc1ccc(C(=O)/C=C/C(=O)N(Cc2ccccc2)C(C(=O)NC2CCCCC2)c2ccncc2)c(O)c1` (stereo not drawn)?
S2 tox: inconclusive; Nrf2 activator: 2.7%; A549 tox: -6.3%; EPAC2 ag: 1.7%; ATXN2 expr inh: -21.2%; IL2 activator: -3.2; Nrf2 inh: -2.4%; TGFb inhibitor: inconclusive; HepG2 viability: 7.8%

This part in full, repeating the preview:
What do the screens show for `Nc1nc(-c2sc3nc4c(cc3c2N)CCCC4)nc(N2CCOCC2)n1`?
Nrf2 activator: 0.0%; A549 tox: 4.7%; EPAC2 ag: -2.5%; ATXN2 expr inh: 2.3%[11.3 µM]; IL2 activator: -1.7; Nrf2 inh: inconclusive; TGFb inhibitor: -16.8%; HepG2 viability: 3.6%

What do the screens show for `COc1ccc(C(=O)/C=C/C(=O)N(Cc2ccccc2)C(C(=O)NC2CCCCC2)c2ccncc2)c(O)c1` (stereo not drawn)?
S2 tox: inconclusive; Nrf2 activator: 2.7%; A549 tox: -6.3%; EPAC2 ag: 1.7%; ATXN2 expr inh: -21.2%; IL2 activator: -3.2; Nrf2 inh: -2.4%; TGFb inhibitor: inconclusive; HepG2 viability: 7.8%

What do the screens show for `Cc1nc2ccccn2c1-c1ccnn1S(=O)(=O)c1ccc(F)cc1`?
S2 tox: inactive; Nrf2 activator: 5.3%; A549 tox: -9.4%; EPAC2 ag: 5.4%; IL2 activator: -0.3; Nrf2 inh: inconclusive; TGFb inhibitor: inconclusive; HepG2 viability: -36.8%

What do the screens show for `COc1ccc(C(=O)OCCOc2ccccc2C(C)=O)c(O)c1`?
Nrf2 activator: 4.8%; A549 tox: 19.9%; EPAC2 ag: 24.5%; ATXN2 expr inh: 22.8%; IL2 activator: 0.2; Nrf2 inh: 14.1%; TGFb inhibitor: 0.0%; HepG2 viability: 56.7%

How did CCOC(=O)C1CCN(C(=O)C2CCN(S(=O)(=O)c3c(C)noc3/C=C/c3ccc(C)cc3)CC2)CC1 do in these assays?
S2 tox: inactive; Nrf2 activator: 2.7%; A549 tox: -0.8%; ATXN2 expr inh: -30.3%; TGFb inhibitor: 7.3%; HepG2 viability: -29.1%

Results for CCOC(=O)c1sc2nc(C)nc(SC(C)C(=O)NC3CC3)c2c1C (stereo not drawn) ?
S2 tox: inactive; Nrf2 activator: -0.7%; A549 tox: 0.6%; EPAC2 ag: -2.3%; ATXN2 expr inh: 4.1%; IL2 activator: 2.6; Nrf2 inh: -11.2%; TGFb inhibitor: 6.5%; HepG2 viability: 8.2%

Results for O=C(O)c1ccc(COc2ccccc2[N+](=O)[O-])o1 ?
S2 tox: inactive; Nrf2 activator: -0.4%; A549 tox: 2.1%; EPAC2 ag: 9.7%; ATXN2 expr inh: -9.5%; IL2 activator: 3.5; Nrf2 inh: -1.9%; TGFb inhibitor: 12.7%; HepG2 viability: 10.0%

What do the screens show for `CCN(CC(=O)N1CCOCC1)S(=O)(=O)c1ccc(Cl)cc1`?
S2 tox: inconclusive; Nrf2 activator: -0.5%; A549 tox: -2.9%; EPAC2 ag: -2.0%; ATXN2 expr inh: 3.2%; IL2 activator: 0.1; Nrf2 inh: 5.4%; TGFb inhibitor: 5.3%; HepG2 viability: 2.5%

How did CC(=O)c1ccc(NC(=O)C2CC(=O)N(C(C)C)C2)cc1 (stereo not drawn) do in these assays?
S2 tox: inactive; Nrf2 activator: -0.4%; A549 tox: 0.1%; EPAC2 ag: 4.9%; ATXN2 expr inh: 0.0%; IL2 activator: -1.3; Nrf2 inh: 1.1%; TGFb inhibitor: 11.3%; HepG2 viability: 2.6%

What do the screens show for `CCOC(=O)C1(CCCc2ccccc2)CCN(C(=O)C(C)n2cncn2)CC1` (stereo not drawn)?
S2 tox: inactive; Nrf2 activator: 0.0%; A549 tox: 6.7%; EPAC2 ag: -2.9%; ATXN2 expr inh: 1.1%; IL2 activator: 1.5; Nrf2 inh: -3.1%; TGFb inhibitor: -15.9%; HepG2 viability: -8.7%

Results for Cc1ccc(Cl)c(NC(=O)CN(C)CC(=O)Nc2ccc(F)c(F)c2F)c1Cl ?
S2 tox: inactive; Nrf2 activator: -0.1%; A549 tox: -8.8%; EPAC2 ag: -9.3%; ATXN2 expr inh: 2.3%; IL2 activator: -2.6; Nrf2 inh: inconclusive; TGFb inhibitor: 0.5%; HepG2 viability: 3.4%

What do the screens show for `CC(C)OP(=O)(OC(C)C)C(Nc1ccccn1)c1ccc(F)cc1` (stereo not drawn)?
S2 tox: inactive; Nrf2 activator: -1.3%; A549 tox: -2.8%; EPAC2 ag: -6.4%; ATXN2 expr inh: 1.4%; IL2 activator: 0.3; Nrf2 inh: 4.8%; TGFb inhibitor: -29.9%; HepG2 viability: -10.5%

How did O=C(CN1C(=O)/C(=C/c2ccccc2F)Sc2ccccc21)NCCCN1CCOCC1 do in these assays?
S2 tox: inactive; Nrf2 activator: inconclusive; A549 tox: 6.2%; EPAC2 ag: 1.6%; ATXN2 expr inh: -16.8%; IL2 activator: -1.5; Nrf2 inh: 4.5%; TGFb inhibitor: -15.5%; HepG2 viability: -31.4%

What do the screens show for `O=C(CSc1nnnn1C1CC1)Nc1cc(S(=O)(=O)N2CCCC2)ccc1Cl`?
S2 tox: inactive; Nrf2 activator: -0.4%; A549 tox: -4.0%; EPAC2 ag: 5.6%; ATXN2 expr inh: -11.6%; IL2 activator: -0.4; Nrf2 inh: inconclusive; TGFb inhibitor: -5.5%; HepG2 viability: 2.3%

What do the screens show for `O=C(O)CCc1ccc(-c2ccc(Cl)cc2)n1CCC(=O)O`?
S2 tox: inactive; Nrf2 activator: -0.6%; A549 tox: 5.1%; EPAC2 ag: -1.8%; ATXN2 expr inh: 5.0%; IL2 activator: 1.0; Nrf2 inh: 8.3%; TGFb inhibitor: 3.1%; HepG2 viability: -3.1%

What do the screens show for `Cc1cc(Cl)cc(C)c1OCC(=O)O`?
S2 tox: inactive; Nrf2 activator: 0.5%; A549 tox: -1.7%; EPAC2 ag: 2.7%; ATXN2 expr inh: -7.2%; IL2 activator: -0.1; Nrf2 inh: -5.6%; TGFb inhibitor: 5.5%; HepG2 viability: 2.2%

Results for O=[N+]([O-])c1ccc(NNC(=S)Nc2ccccc2)cc1 ?
S2 tox: inconclusive; Nrf2 activator: 6.9%; A549 tox: inconclusive; EPAC2 ag: -3.0%; ATXN2 expr inh: -28.7%; IL2 activator: -1.8; Nrf2 inh: inconclusive; TGFb inhibitor: inconclusive; HepG2 viability: -35.3%

Results for O=C(CCCc1nc(-c2ccccc2)no1)NCc1cccnc1 ?
S2 tox: inactive; Nrf2 activator: -0.4%; A549 tox: -7.5%; EPAC2 ag: 5.0%; ATXN2 expr inh: -8.9%; IL2 activator: -2.4; Nrf2 inh: inconclusive; TGFb inhibitor: 0.8%; HepG2 viability: -13.0%

Results for CC(CNC(=O)CCc1ccccc1)NC(=O)CCc1ccccc1 (stereo not drawn) ?
S2 tox: inconclusive; Nrf2 activator: -0.3%; A549 tox: 4.0%; EPAC2 ag: 7.2%; ATXN2 expr inh: -6.1%; IL2 activator: -2.7; Nrf2 inh: 4.4%; TGFb inhibitor: inconclusive; HepG2 viability: -23.8%

How did C[C@H](CO)N1C[C@H](C)[C@@H](CN(C)C(=O)NC2CCCCC2)Oc2c(NS(=O)(=O)c3cn(C)cn3)cccc2C1=O do in these assays?
S2 tox: inactive; Nrf2 activator: -0.4%; A549 tox: 1.1%; EPAC2 ag: -7.8%; ATXN2 expr inh: 7.2%; IL2 activator: 0.2; Nrf2 inh: 9.4%; TGFb inhibitor: 6.2%; HepG2 viability: 8.2%

Results for Cc1ccc(NC(=O)c2cc(-c3ccc(C)o3)nc3ccccc23)nc1 ?
S2 tox: inactive; Nrf2 activator: 5.4%; A549 tox: inconclusive; EPAC2 ag: 3.8%; ATXN2 expr inh: 1.7%; IL2 activator: 2.6; Nrf2 inh: -23.6%; TGFb inhibitor: -27.1%; HepG2 viability: 5.5%

Results for Cc1cc(C)n(CC(O)CN2C(=O)NC(C)(C)C2=O)n1 (stereo not drawn) ?
S2 tox: inactive; Nrf2 activator: -0.6%; A549 tox: 0.8%; EPAC2 ag: 2.9%; ATXN2 expr inh: 3.0%; IL2 activator: 0.7; Nrf2 inh: 1.0%; TGFb inhibitor: -15.6%; HepG2 viability: -13.7%

How did Cc1cc(C)c2[nH]c(C(=O)Nc3ccc(F)cc3Br)cc2c1 do in these assays?
S2 tox: inactive; Nrf2 activator: 3.2%; A549 tox: 5.3%; EPAC2 ag: 3.2%; ATXN2 expr inh: 7.9%; IL2 activator: -3.8; Nrf2 inh: inconclusive; TGFb inhibitor: -8.3%; HepG2 viability: -14.2%

What do the screens show for `COc1ccc(-c2coc3c(CN4CCOCC4)c(O)ccc3c2=O)cc1`?
S2 tox: inactive; Nrf2 activator: 0.3%; A549 tox: -1.1%; EPAC2 ag: 11.9%; ATXN2 expr inh: -3.9%; IL2 activator: -2.7; Nrf2 inh: -0.6%; TGFb inhibitor: -7.0%; HepG2 viability: -6.3%

Results for COC(=O)[C@]12CCCCC=C1N(Cc1ccco1)C(=O)[C@H](CC(=O)NCCc1ccccc1OC)C2 ?
S2 tox: inactive; Nrf2 activator: 3.4%; EPAC2 ag: 13.0%; ATXN2 expr inh: 2.1%; IL2 activator: -0.9
